FEN1 inh: qHTS Assay for the Inhibitors of Human Flap endonuclease 1 (FEN1). P39748. Recombinant FEN1 flap cleavage, fluorescence, 15 min. Potency, µM (titrated, usually from 114 µM), without a hit: top-dose activity change, negative = inhibition, usual class: inhibitors. 390,000 compounds, 0.35% hits. AID 588795, 2011; note: nearly all actives have a fitted effect of over 65% in size
Target sequence (P39748 whole entry, looked up): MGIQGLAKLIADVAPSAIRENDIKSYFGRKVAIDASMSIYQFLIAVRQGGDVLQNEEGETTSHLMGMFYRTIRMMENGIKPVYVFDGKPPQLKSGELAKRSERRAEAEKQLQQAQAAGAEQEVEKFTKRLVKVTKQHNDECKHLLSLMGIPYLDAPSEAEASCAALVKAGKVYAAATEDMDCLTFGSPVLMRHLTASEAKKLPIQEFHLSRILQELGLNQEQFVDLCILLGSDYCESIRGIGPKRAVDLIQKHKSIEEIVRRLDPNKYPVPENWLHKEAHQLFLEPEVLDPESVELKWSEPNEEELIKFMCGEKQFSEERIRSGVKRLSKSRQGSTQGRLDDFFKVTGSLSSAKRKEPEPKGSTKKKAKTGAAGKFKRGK
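Reaction started by adding substrate (50 nM final) to 10 nM enzyme after 15 min room-temperature compound preincubation. Reads at 0 and 15 min, with data normalized and fitted to a four-parameter Hill equation.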
TDP1 inh: qHTS Assay for Inhibitors of Tyrosyl-DNA Phosphodiesterase (TDP1). Tyrosyl-DNA phosphodiesterase 1 (Homo sapiens), Q9NUW8. recombinant TDP1, AlphaScreen DNA substrate cleavage. Potency, µM (doses to about 130 µM), for the others: at the top dose activity change, negative = inhibition, hits mostly inhibitors. 350,000 compounds, 0.28% hits. AID 485290, 2010; note: nearly all actives have a fitted effect of over 40% in size
Target sequence (Q9NUW8 whole entry, looked up): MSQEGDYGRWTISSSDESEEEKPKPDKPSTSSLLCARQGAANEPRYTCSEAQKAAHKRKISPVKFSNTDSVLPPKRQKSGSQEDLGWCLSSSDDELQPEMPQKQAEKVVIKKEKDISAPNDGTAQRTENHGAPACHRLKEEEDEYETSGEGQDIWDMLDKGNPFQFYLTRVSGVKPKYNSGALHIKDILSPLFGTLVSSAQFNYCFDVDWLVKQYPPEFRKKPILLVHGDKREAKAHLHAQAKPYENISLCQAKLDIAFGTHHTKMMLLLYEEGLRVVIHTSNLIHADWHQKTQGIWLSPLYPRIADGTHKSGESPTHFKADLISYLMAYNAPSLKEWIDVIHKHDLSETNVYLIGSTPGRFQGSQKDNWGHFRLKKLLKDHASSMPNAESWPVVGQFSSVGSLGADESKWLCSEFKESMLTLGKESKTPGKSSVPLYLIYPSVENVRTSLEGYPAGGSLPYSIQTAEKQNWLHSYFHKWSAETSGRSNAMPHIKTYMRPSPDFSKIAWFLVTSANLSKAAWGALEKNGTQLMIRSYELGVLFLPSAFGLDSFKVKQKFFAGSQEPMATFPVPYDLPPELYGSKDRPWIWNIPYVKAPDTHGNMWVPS
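Enzyme-compound mixtures sat 15 min at room temperature, followed by a 5 min reaction with 15 nM final substrate and 10 min with AlphaScreen beads. Recombinant human Tdp1 was used at 1 nM final.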
N370S GC: qHTS Assay for Inhibitors and Activators of N370S glucocerebrosidase as a Potential Chaperone Treatment of Gaucher Disease | Lysosomal acid glucosylceramidase (Homo sapiens), P04062 | N370S GC spleen homogenate, 4MU-glucoside fluorescence | AID 2101, 2009 | 330,000 compounds, 0.092% hits | Potency, µM (titrated, usually from 59.4 µM), for the others: at the top dose activity change, negative = inhibition, actives largely listed as inhibitors;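 note: 0% = full enzyme activity and -100% = no enzyme basal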
Numbers without * were called inactive; ? = inconclusive; . = not tested or not shown; & = joins results of further samples; [ ] = remark or other dose. Calls come from the whole dose curve; as a rule, active = well fitted curve in the direction sought with a large enough effect; inconclusive = small, poorly fitted or top-dose-only effect, or another doubt; inactive = no such curve, though single readings can be large; an effect the other way counts as inactive or inconclusive. Unless noted, % is set by controls: 0 for no effect and ±100 for the full control effect; potency is the fitted concentration of half-maximal effect. Rows were taken by chance (roughly 0.53% active in at least one column).

SMILES	FEN1 inh	TDP1 inh	N370S GC
CCOC(=O)C1(Cc2cccc(Cl)c2)CCCN(C(=O)CCOC)C1 (stereo unspecified)	0%	.	5%
O=C(c1ccco1)c1cn(CC(=O)N2CCCC2)c2ccccc12	-1%	3%	7%
COc1ccc(C2C(C#N)=C(C)NC3=C2S(=O)(=O)c2ccccc23)cc1 (stereo unspecified)	-19%	7%	-18%
CCc1cc(=O)oc2cc(OCC(=O)NCc3ccccn3)ccc12	-2%	2%	16%
Cc1cc(=O)n2[nH]c(-c3ccco3)nc2n1	9%	-9%	-8%
O=C(Nc1ccc(S(=O)(=O)N2CCOCC2)cc1)c1cccc(Br)c1	-8%	.	-11%
CC(OC(=O)C1CC=CCC1C(N)=O)C(Cl)=C(Cl)Cl (stereo unspecified)	-9%	-1%	-5%
COCCNC(=S)N(CCc1c(C)[nH]c2ccc(F)cc12)Cc1cccnc1	4%	.	3%
COc1ccc(N(CC(=O)N2CCN(c3ccc(Cl)cc3)CC2)S(=O)(=O)c2c(C)n[nH]c2C)cc1	-6%	3%	-8%
O=C1Nc2cccnc2Sc2ccccc21	-2%	0%	7%
COc1ccccc1C(=O)NCCC(=O)Nc1ccc(S(=O)(=O)N2CCC(C)CC2)cc1	?	0%	.
c1ccc(Cn2nnc3c(N4CCCCCC4)ncnc32)cc1	-22%	-2%	23%
COc1ccc(NC(=O)C2CC(=O)N(c3cccc(C)c3C)C2)cc1 (stereo unspecified)	-7%	0%	0%
Cc1onc(-c2ccccc2)c1C(=O)Nc1sccc1C#N	7%	4%	1%
CN1CC(=O)NC1=NC(=O)c1cc(F)c(F)cc1Cl	-5%	5%	8%
CCC(=O)OCC(=O)Nc1cc(S(=O)(=O)N(C)C)ccc1Cl	0%	0%	1%
Cc1ccc2nc(-c3ccsc3)c(NC3CCCC3)n2c1	-2%	-2%	-10%
Cc1ccc(S(=O)(=O)N2CCC3(CC2)OCCO3)c(C)c1	-18%	1%	-8%
CCCCCCC(NC(=O)Cc1ccc2ccccc2c1)C(=O)O (stereo unspecified)	-15%	0%[56.1 µM]	.
O=C(CSc1nnc(-c2ccco2)n1CC1CCCO1)c1ccccc1 (stereo unspecified)	5%	4%	-29%
CCN(CC)S(=O)(=O)c1ccc(-c2nnc(SCC(=O)c3ccc(OC)cc3)o2)cc1	19%	2%	-2%
COc1ccc(-c2cc(C(=O)N3CCc4ccccc4C3)no2)cc1OC	-12%	3%	-1%
COC(=O)c1ccccc1S(=O)(=O)NNC(=O)c1ccccc1-n1cccc1	0%	1%	-16%
CCOC(=O)C1CCN(C(=O)Nc2ccc3nc(C)c(C)nc3c2)CC1	-9%	-3%	3%

13 compounds from above, sorted by count of non-hydrogen atoms, high to low:
SMILES	FEN1 inh	TDP1 inh	N370S GC
COc1ccc(N(CC(=O)N2CCN(c3ccc(Cl)cc3)CC2)S(=O)(=O)c2c(C)n[nH]c2C)cc1	-6%	3%	-8%
COc1ccccc1C(=O)NCCC(=O)Nc1ccc(S(=O)(=O)N2CCC(C)CC2)cc1	?	0%	.
CCN(CC)S(=O)(=O)c1ccc(-c2nnc(SCC(=O)c3ccc(OC)cc3)o2)cc1	19%	2%	-2%
COC(=O)c1ccccc1S(=O)(=O)NNC(=O)c1ccccc1-n1cccc1	0%	1%	-16%
COc1ccc(-c2cc(C(=O)N3CCc4ccccc4C3)no2)cc1OC	-12%	3%	-1%
CCOC(=O)C1CCN(C(=O)Nc2ccc3nc(C)c(C)nc3c2)CC1	-9%	-3%	3%
O=C(Nc1ccc(S(=O)(=O)N2CCOCC2)cc1)c1cccc(Br)c1	-8%	.	-11%
CCCCCCC(NC(=O)Cc1ccc2ccccc2c1)C(=O)O (stereo unspecified)	-15%	0%[56.1 µM]	.
c1ccc(Cn2nnc3c(N4CCCCCC4)ncnc32)cc1	-22%	-2%	23%
Cc1onc(-c2ccccc2)c1C(=O)Nc1sccc1C#N	7%	4%	1%
Cc1ccc2nc(-c3ccsc3)c(NC3CCCC3)n2c1	-2%	-2%	-10%
CN1CC(=O)NC1=NC(=O)c1cc(F)c(F)cc1Cl	-5%	5%	8%
O=C1Nc2cccnc2Sc2ccccc21	-2%	0%	7%

The list goes on:
SMILES	FEN1 inh	TDP1 inh	N370S GC
CCc1ccc(N2C(=O)C(Cl)=C(Nc3ccc(C(=O)N4CCCC4)cc3)C2=O)cc1	-5%	4%	.
COc1ccc2nc(NC(=O)Cc3cccs3)sc2c1	-13%	2%	18%
O=C(CCNC(=O)C1CCN(S(=O)(=O)c2ccc(F)cc2)CC1)Nc1ccccc1	-8%	0%	-17%
O=c1cc(-c2ccc(F)cc2)nc(SCc2nc(-c3cccc(Cl)c3)no2)[nH]1	-4%	-3%	.
O=C1C(=O)N(CCN2CCOCC2)C(c2ccncc2)/C1=C(/O)c1ccc2c(c1)OCO2 (stereo unspecified)	-3%	1%	20%
NCCCCCCNS(=O)(=O)c1ccc2c(Cl)cccc2c1	10%	5%	-23%
O=C(COC(=O)c1cccc(S(=O)(=O)N2CCCC2)c1)NCc1ccccc1	10%	3%	-4%
CCn1c(C(C)C)n[nH]c1=S	-1%	-10%	-7%
COc1cccc(-n2c(COc3ccccc3C)nnc2SCC(=O)O)c1	-11%	2%	-2%
Cc1ccc(-c2nnc(-c3cccc(Br)c3)o2)cc1	14%	4%	12%
CCOc1ccc(NC(=O)CC2C(=O)N(CC)C(=S)N2CCN2CCOCC2)cc1 (stereo unspecified)	-5%	2%	1%
CCOC(=O)c1oc2ccccc2c1NC(=O)C1CCCCC1	0%	5%	6%
COc1cccc(-c2ccc(C#N)c(SCC(=O)NCCc3cccc(Cl)c3)n2)c1	-1%	5%	-19%
COc1ccc2[nH]c(=O)c(CN(Cc3cccnc3)C(=O)Nc3ccccc3)cc2c1	-2%	4%	-19%
CSc1ccc(/C=N/N2CCN(Cc3ccccc3Cl)CC2)cc1	-5%	6%	-2%
COc1ccccc1N1CCN(c2nc3ccccc3n3cnnc23)CC1	-1%	-2%	.
Cc1cccc(C(=O)Nc2ccc(S(=O)(=O)N3CCCCC3c3cccnc3)cc2)c1 (stereo unspecified)	-14%	3%	.
O=C(Nc1cccc(F)c1)C1CCN(S(=O)(=O)c2ccc3[nH]c4c(c3c2)CCCCC4)CC1	-12%	11%	.
CC(C)(C)c1ccc(/C=N/NC(=O)C[n+]2ccccc2)cc1	-12%	.	-5%
N=c1c2c3c(sc2ncn1CCN1CCOCC1)CCCCC3	-3%	3%	-17%
COc1ccc(-c2ccc(=O)n(CC(=O)NCC3COCCO3)n2)cc1 (stereo unspecified)	-9%	4%	-24%
CC(=O)OCC(NC(=O)C(Cc1ccccc1)NC(=O)OC(C)(C)C)C1OC(n2cc(C)c(=O)[nH]c2=O)C(OC(C)=O)C1OC(C)=O (stereo unspecified)	4%	7%	-5%
O=C(Cn1ncc2c(=O)oc3ccccc3c21)N1CCCN(Cc2ccccc2F)C1	3%	3%	-2%
CCOC(=O)N1CCC(NS(=O)(=O)c2ccc(C)cc2)CC1	7%	4%	-6%
COc1ccc2c(c1)CC(C(=O)NCCN1CCN(c3cccc(Cl)c3)CC1)CO2 (stereo unspecified)	2%	5%	.
O=C(COC(=O)Cc1n[nH]c(=O)c2ccccc12)NNC(=O)c1ccc(Cl)cc1	3%	1%	.
O=[N+]([O-])c1cccnc1N1CCC(c2cc(-c3ccc(Cl)cc3)n[nH]2)CC1	-18%	11%	26%
CCOc1ccccc1NC(=O)c1cn(C2CCCCC2)c(=O)c2c1c1ccccc1n2C	2%	-2%	.
Cc1c(-c2ccc(OCc3ccccc3)cc2)nc2ccccc2c1C(=O)O	-2%	.	1%
Cc1c(C(=O)Nc2nnc(SCc3ccccc3Cl)s2)cccc1[N+](=O)[O-]	8%	8%	5%
Cc1nc(-c2ccccc2)sc1CCNC(=O)c1ccco1	15%	2%	.
CC1CCCC(NC(=O)CCC(=O)NCc2ccccc2)C1C (stereo unspecified)	26%	2%	-1%
Cc1ccc(S(=O)(=O)NC(=O)COc2cc(C)ccc2C(C)C)cc1	3%	7%[56.1 µM]	-1%
CCOC(=O)C1CCCN(c2c(NCCCN(CC)c3cccc(C)c3)c(=O)c2=O)C1 (stereo unspecified)	5%	-2%	-14%
CC1CN(S(=O)(=O)c2cc(C(=O)N3CCCCC3C)ccc2Cl)CC(C)O1 (stereo unspecified)	-3%	1%	.
CCC(CC)C(=O)Nc1ccc(Cl)c(Cl)c1	9%	-6%	7%
O=C(COC(=O)c1n[nH]c(=O)c2ccccc12)NC1CCCCC1	-2%	-1%	.
CCN(c1ccccc1)S(=O)(=O)c1ccc(Cl)c(NC(=O)COC(=O)c2ccc[n+]([O-])c2)c1	-6%	2%	27%
COc1ccc(CNC(=O)C(C#N)c2nc3ccccc3nc2N2CCCC2)cc1 (stereo unspecified)	-5%	5%	9%
Cc1nnc(NC(=O)CSc2cn(CCNC(=O)c3ccccc3)c3ccccc23)s1	2%	8%	-7%
Cc1ccc(-c2cc(C(=O)N/N=C/c3ccc(Cl)cc3)n[nH]2)o1	-19%	-18%	-8%
COc1ccc(CCNC(=S)Nc2ccc(C(C)C)cc2)cc1	?	-3%	4%
COc1cc2ccccc2cc1C(=O)Nc1ccc2oc(-c3ccccc3)nc2c1	0%	5%[12.3 µM]	.
CCCC(=O)Nc1cc(C)cn(Cc2c(F)cccc2Cl)c1=O	7%	.	-13%
COc1ccc(CNC(=O)CN(c2ccccc2)S(=O)(=O)N(C)C)cc1	15%&4%	-1%	2%
O=C(Nc1ccc(N2CCOCC2)cc1)c1ccc(Cl)cc1N1CCCC1=O	-3%	1%	.
COc1ccccc1CNC(=O)CCC(=O)N1CCOc2ccc(C)cc21	-13%	.	5%
COc1cc(C(c2nnnn2C2CCCC2)N2CCc3ccccc3C2)ccc1O (stereo unspecified)	1%	2%	0%

Arranged by value in N370S GC (highest first): some entries from above
| Structure | TDP1 inh | N370S GC |
| --- | --- | --- |
| COc1ccc(CNC(=O)C(C#N)c2nc3ccccc3nc2N2CCCC2)cc1 (stereo unspecified) | 5% | 9% |
| COc1ccc(CNC(=O)CN(c2ccccc2)S(=O)(=O)N(C)C)cc1 | -1% | 2% |
| Cc1nnc(NC(=O)CSc2cn(CCNC(=O)c3ccccc3)c3ccccc23)s1 | 8% | -7% |

Following part:
SMILES	FEN1 inh	TDP1 inh	N370S GC
COC(=O)c1ccc(CNC(=O)c2cc3ccccc3oc2=O)cc1	-10%	0%	3%
COc1ccc(C(=O)N(Cc2ccccc2)c2ccc(C)cc2)cc1S(=O)(=O)N1CCOCC1	-12%	.	-10%
O=C1CC(SC(=NCc2ccc3c(c2)OCO3)Nc2ccccc2)C(=O)N1c1ccccc1 (stereo unspecified)	-4%	-6%	.
CCN(C(=O)CSc1nnc(-c2cccs2)n1N)c1c(N)n(Cc2ccccc2)c(=O)[nH]c1=O	0%	.	-18%
CN(CCS(=O)(=O)c1ccc(Cl)cc1)Cc1cccnc1	7%	6%	5%
O=c1[nH]ncc(N/N=C/c2ccccc2)c1Cl	0%	4%	-12%
COc1cc(OC)cc(C(=O)NCCNc2nc3cc(C)cc(C)c3cc2C#N)c1	-5%	.	15%
O=[N+]([O-])c1ccc(Cl)c(-c2ccc(/C=N/n3cnnc3)o2)c1	-24%	.	-1%
O=C(NCCO)C(=O)NCC1OCCCN1S(=O)(=O)c1cc(F)ccc1F (stereo unspecified)	-4%	2%	2%
CCN1CCN(C(=O)C(C)Nc2ccc(OC)cc2OC)CC1 (stereo unspecified)	-3%	4%	2%
COc1ccc(/C(C)=N/Nc2nc3ccccc3nc2C)cc1OC	1%	.	-13%
CCOCCCn1c(=S)[nH]c2cc(C(=O)N3CCN(C)CC3)ccc2c1=O	-3%	1%	1%
CCOc1ccccc1NC(=O)CCn1cnnn1	10%	5%	.
COc1ccc(S(=O)(=O)N2CCOCC2)cc1NC(=O)C1COc2ccccc2O1 (stereo unspecified)	2%	0%	0%
COc1cc(C(=O)NCc2nnc(SCC(=O)N3CCOCC3)o2)cc(OC)c1OC	2%	5%	4%
Cc1ccc(Nc2nnc(-c3ccc(C)c(S(N)(=O)=O)c3)c3ccccc23)cc1	-9%	-2%	.
Cc1cc(C=O)c2c(c1)C=CC1(Oc3ccccc3C(=O)N1C)O2 (stereo unspecified)	.	2%	18%
COc1ccc(-c2ccc(OC)c([C@H]3[C@H]4C=CC[C@@H](C)[C@@H]4C(=O)N3Cc3ccccc3)c2)cc1	-26%	2%	9%

Assay outcomes (PubChem)
